Bioassay records from PubChem.
IDE act = human IDE activators in live cells, primary screen, fluorescence polarization, HEK cells, FAbeta-B substrate; Insulin-degrading enzyme (Homo sapiens), P14735; FAbeta-B cleavage; 0% vehicle, 100% cell-free pure enzyme wells; activation, % at 5.96 µM; actives 0.073% (n = 340,000); AID 493087, 2011;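 active = activation above the mean of all tested compounds plus 3 SD, set per screening campaign, cut at about 17% in these data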
GalR3 antag = GalR3 antagonists in HEK293 cells, primary screen, cell-based, fluorescence readout; Galanin receptor type 3 (Homo sapiens), O60755; HEK293 GalR3-CNG cAMP membrane potential fluorescence; galR3 body fused to GalR1 C-terminus; inhibition, % at 3 µM; actives 0.44% (n = 360,000); AID 651719, 2012;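 active = inhibition above the screen-wide average plus 3 SD, cut at about 13% in these data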;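 note: forskolin and galanin both at EC90 stimulate the cells; cAMP rise reported by CNG channel membrane potential dye signal; 0% = forskolin plus galanin with DMSO and 100% = forskolin alone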
Target sequence (O60755 1-299 limits assumed): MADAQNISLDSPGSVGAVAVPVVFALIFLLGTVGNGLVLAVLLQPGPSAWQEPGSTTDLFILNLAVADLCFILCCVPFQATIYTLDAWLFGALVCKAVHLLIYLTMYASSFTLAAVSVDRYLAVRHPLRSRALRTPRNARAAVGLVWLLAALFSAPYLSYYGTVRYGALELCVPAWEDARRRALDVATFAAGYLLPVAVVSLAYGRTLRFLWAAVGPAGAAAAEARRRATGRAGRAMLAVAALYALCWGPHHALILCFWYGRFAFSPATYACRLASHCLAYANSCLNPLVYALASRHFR
CHRM4 PAM = human M4 muscarinic receptor positive allosteric modulators, primary screen, CHO-K1 cells, Fluo-8 calcium fluorescence; Muscarinic acetylcholine receptor M4 (Homo sapiens), P08173; CHO-K1 hM4/Gqi5, ACh EC20; 0% = ACh EC20, 100% = maximal ACh; activation, % at 3 µM; actives 0.4% (n = 360,000);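 active = activation above its plate's cutoff, the mean activation of sample wells plus 3 SD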; note: some results filed as inactive read as strong as hits
PHOSPHO1 block = PubChem AID 1565 | Phosphoethanolamine/phosphocholine phosphatase (Homo sapiens), Q8TCT1 | recombinant PHOSPHO1, absorbance phosphatase assay | inhibition, % at 13.3 µM | actives 1.1% (n = 290,000); in the data active = inhibition above about 60%
p-CIP stab down = p/CIP-EGFP fusion destabilizers, primary screen, fluorescence, F442A cells; Q05BA5; 16 h; decrease of EGFP signal, % at 10 µM; actives 0.01% (n = 290,000); AID 1984, 2009;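 active = EGFP signal decrease of at least 30% at 10 µM or well 3 SD below plate mean, unless failing retest; inactive = the rest, including hits failing retest or dose response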; note: some compounds called inactive have numbers as strong as hits; many of its hits are not listed in these tables
CRFBP-R2 block = antagonists of CRF-BP/CRF-R2 complex, primary screen, cell-based, HEK293, calcium dye fluorescence, uHTS; CRF-induced calcium fluorescence; inhibition, % at 11.8 µM; actives 0.59% (n = 350,000); AID 588475, 2011;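 active = inhibition of the ligand-induced calcium signal above about 50% at the single tested concentration, limit read from the data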
IDE cell inh = human IDE inhibitors in live cells, primary screen, fluorescence polarization, HEK cells, FAbetaB substrate. actives 0.41% (n = 320,000). FAbetaB cleavage. AID 434962, 2010. Insulin-degrading enzyme (Homo sapiens), P14735. inhibition, % at 5.59 µM;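 active = percent inhibition above the average of all tested compounds plus 3 SD, set per screening campaign, cut at about 16% in these data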;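 note: IDE supplied by intact live HEK cells; FP after avidin binding of uncleaved biotin substrate so inhibition keeps polarization high; 0% = DMSO wells and 100% = 60 µM reference IDE inhibitor Ii1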
MEKK3 PB1 HTS = modulators of MEKK3-MEK5 PB1 binding, primary screen, biochemical, wildtype MEKK3, multiplex bead flow cytometry, Alexa488-MEK5; bead-based flow cytometry, Alexa488-MEK5 binding to MEKK3; actives lie on both sides; 0 = blocked by unlabeled MEK5, 100 = vehicle; AID 1529, 2009; binding response (% of control), % at 10 µM; actives 1.4% (n = 290,000);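 active = binding response more than 3 SD above or below the average of its plate-row segment, actives on both sides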;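 note: Alexa488 bead fluorescence after subtracting the streptavidin-only scavenger bead signal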
Target sequence (Q99759 whole entry, looked up): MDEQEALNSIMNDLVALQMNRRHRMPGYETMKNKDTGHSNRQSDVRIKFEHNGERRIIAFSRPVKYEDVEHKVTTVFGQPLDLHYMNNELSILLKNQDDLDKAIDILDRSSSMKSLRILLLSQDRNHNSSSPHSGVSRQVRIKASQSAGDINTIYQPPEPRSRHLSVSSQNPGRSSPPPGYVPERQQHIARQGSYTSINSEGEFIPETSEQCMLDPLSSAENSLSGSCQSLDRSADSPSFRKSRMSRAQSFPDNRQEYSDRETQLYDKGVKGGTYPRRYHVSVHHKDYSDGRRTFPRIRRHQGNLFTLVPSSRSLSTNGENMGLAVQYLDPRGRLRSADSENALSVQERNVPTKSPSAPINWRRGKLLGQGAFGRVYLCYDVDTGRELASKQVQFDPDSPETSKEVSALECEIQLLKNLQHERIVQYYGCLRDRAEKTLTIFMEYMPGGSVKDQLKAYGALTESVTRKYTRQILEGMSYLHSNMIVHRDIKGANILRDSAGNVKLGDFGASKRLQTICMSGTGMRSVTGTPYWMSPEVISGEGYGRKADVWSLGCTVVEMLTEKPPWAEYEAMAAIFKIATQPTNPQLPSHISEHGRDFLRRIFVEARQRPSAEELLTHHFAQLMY
CRFBP-R2 agonist = agonists of CRF-BP/CRF-R2 complex, primary screen, cell-based, HEK293, calcium dye fluorescence, uHTS. actives 0.46% (n = 350,000). AID 588473, 2011. calcium dye fluorescence (FLIPR); percent of saturating CRF peptide response. activation, % at 13.2 µM;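 active = activation of at least 50%, plus an integration ratio under a set limit after plate pattern correction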;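 note: plate controls were neutral control wells without compound for no effect and CRF at EC100 for full effect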
* hit, by the source's call; x = no result given; & = joins results of further samples.

1) CC(=O)Nc1ccc(NC(=O)c2cccc(-c3cc4ccccc4oc3=O)c2)cc1
2) CC(=O)N1CCN(C(=O)CCNC(=O)c2ccc(Br)cc2)CC1
3) O=C(Nc1ccc(N2C(=O)C3C4C=CC(C4)C3C2=O)cc1)Nc1nnc(C(F)(F)F)s1 (stereo unspecified)
4) O=C(Nc1ccon1)c1cc2c(s1)CCCC2
5) COc1cccc(C(=O)Nc2ccc(NC(=O)C(C)C)nc2)c1
6) CC(=O)OCC(CCn1cnc2cnc(N)nc21)COC(C)=O
7) Cc1ccc(S(=O)(=O)N2C[C@H]3n4c(=O)ccc(=O)n4C[C@H](OC(=O)NCc4ccccc4F)[C@@]3(O)C2)cc1
8) CCOc1ccc(-c2c(C(=O)N/N=C/c3ccoc3)nnn2-c2nonc2N)cc1

entry no.	1	2	3	4	5	6	7	8
MEKK3 PB1 HTS	103	x	108	99	100	98&102	x	94
p-CIP stab down	3	x	-4	2	-6	-1	x	-10
IDE act	0	-2	4	2	2	x	x	5
GalR3 antag	-8	-1	0	x	-7	x	-8	-1
PHOSPHO1 block	32	x	-3	14	18	-28	x	16
CRFBP-R2 agonist	0.2	-1.0	-1.1	-1.3	-1.2	x	-0.9	-0.8
IDE cell inh	0	x	4	-1	3	1	x	7
CHRM4 PAM	-2	-2	-8	8	4	x	0	-9
CRFBP-R2 block	-4	5	5	-24	8	x	-4	-31

9) Cc1ccc(S(=O)(=O)NC(=O)NCc2ccc(F)cc2)cc1
10) Cc1ccc(NN2C(=O)C=C(c3ccc(Cl)cc3)C2=O)cc1
11) O=C(Nc1cc(S(=O)(=O)N2CCOCC2)ccc1N1CCOCC1)c1c(F)cccc1Cl
12) COc1ccc2c(c1)C(c1ccccc1)NC(=O)C2 (stereo unspecified)
13) Cc1nc(SCC(=O)N2CCc3ccccc32)n[nH]1
14) Cc1ccc(S(=O)(=O)Cn2nnnc2C(CC(C)C)N2CCN(c3ccc(F)cc3)CC2)cc1 (stereo unspecified)
15) CCOC(=O)N1CCN(C(=O)Nc2ccc3nccnc3c2)CC1
16) Cc1cc2nn(-c3ccc(F)cc3)nc2cc1N

entry no.	9	10	11	12	13	14	15	16
MEKK3 PB1 HTS	104	101	x	x	100	110	97	89
p-CIP stab down	18	-2	x	x	8	-9	-12	5
IDE act	2	-6	2	4	-1	10	6	-1
GalR3 antag	-3	1	2	-4	-2	2	-8	-4
PHOSPHO1 block	39	11	x	x	5	-27	-1	15
CRFBP-R2 agonist	-0.3	61*	-4.2	-0.8	-0.6	2.3	0.7	0.1
IDE cell inh	2	1	2	-1	8	7	-2	7
CHRM4 PAM	-3	-14	2	3	1	-1	-2	-5
CRFBP-R2 block	0	-68	-11	-4	3	-14	4	1

17) COC(=O)c1ccc(C2/C(=C(\O)c3ccc4c(c3)OCCO4)C(=O)C(=O)N2CCCN2CCOCC2)cc1 (stereo unspecified)
18) CCCNC(=O)C[C@@H]1C[C@H]2c3cc(NC(=O)c4ccc5c(c4)OCO5)ccc3O[C@H]2[C@@H](CO)O1
19) COc1cc(/C=N/NC(=O)c2cccc3ccccc23)cc(OC)c1OC
20) Cn1c(Cc2csc(N)n2)nnc1SC/C=C/c1ccccc1
21) Cc1ccc(CNC(=O)CCC2CCCN(Cc3cccc4c3OCO4)C2)o1 (stereo unspecified)
22) C=C(C)c1cccc(C(C)(C)NC(=O)Nc2ccc(Cl)cn2)c1
23) O=C(Nc1nc2ccsc2c(=O)s1)c1ccc(Cl)cc1
24) CCCCCNC(=O)c1ccc(NC(=O)CC2SC(N3CCCC3)=NC2=O)cc1 (stereo unspecified)

entry no.	17	18	19	20	21	22	23	24
MEKK3 PB1 HTS	100	x	105	102	101	100	100	x
p-CIP stab down	-2	x	4	-1	0	10	-7	x
IDE act	8	x	2	-3	1	-1	5	x
GalR3 antag	-6	-4	-7	8	-8	-2	-5	-8
PHOSPHO1 block	33	x	-7	2	8	3	27	x
CRFBP-R2 agonist	-1.8	-0.9	0.5	0.5	0.1	3.6	-1.6	-1.8
IDE cell inh	-2	x	3	-3	0	-2	-3	x
CHRM4 PAM	-1	1	9	5	-23	2	-4	9
CRFBP-R2 block	1	9	-2	29	1	-55	7	-2

25) CCCCN(C1CCS(=O)(=O)C1)S(=O)(=O)c1ccc(OC)cc1 (stereo unspecified)
26) CC(C)NC[C@H](O)c1ccc(O)c(O)c1
27) COc1ccc(CC(C(=O)Nc2cccc(F)c2)c2nn[nH]n2)c(OC)c1 (stereo unspecified)
28) COc1ccc(S(=O)(=O)N2CCN(CCc3ccccc3)CC2)c(OC)c1
29) COc1cccc(/C=N/NC(=O)c2nc(-c3ccccc3)cc(-c3ccccc3)n2)c1
30) COc1c(S(=O)(=O)NCCCN2CCOCC2)ccc(Cl)c1Cl
31) CCCN1CCN(c2ncnc3scc(C4COc5ccccc5O4)c23)CC1 (stereo unspecified)
32) Fc1ccc(NC(=S)N/N=C/c2cccc(Br)c2)c(F)c1

entry no.	25	26	27	28	29	30	31	32
MEKK3 PB1 HTS	x	x	97	106	98	92	102	87
p-CIP stab down	x	x	-13	-9	-28	0	-21	-6
IDE act	3	2	-1	3	3	3	7	5
GalR3 antag	-1	-7	0	-7	-3	3	-3	-5
PHOSPHO1 block	x	x	-4	x	22	10	38	14
CRFBP-R2 agonist	-0.2	-2.6	0.7	1.5	-0.8	0.8	-3.7	-0.1
IDE cell inh	-3	2	-1	-2	4	-3	-2	0
CHRM4 PAM	-3	-2	0	-7	-5	-5	-17	3
CRFBP-R2 block	14	3	22	-1	9	-3	-43	-12

Fetched by structure from the list above:
11) O=C(Nc1cc(S(=O)(=O)N2CCOCC2)ccc1N1CCOCC1)c1c(F)cccc1Cl
9) Cc1ccc(S(=O)(=O)NC(=O)NCc2ccc(F)cc2)cc1

entry no.	11	9
MEKK3 PB1 HTS	x	104
p-CIP stab down	x	18
IDE act	2	2
GalR3 antag	2	-3
PHOSPHO1 block	x	39
CRFBP-R2 agonist	-4.2	-0.3
IDE cell inh	2	2
CHRM4 PAM	2	-3
CRFBP-R2 block	-11	0

(next part)
33) O=C(Cc1ccccc1)NCCS(=O)(=O)N1CCN(c2cccc(Cl)c2)CC1
34) CCN(CC)C(=O)Cn1c(=O)n(-c2ccccc2)c(=O)c2c3c(sc21)CCC3
35) COc1ccc(N2CCN(S(=O)(=O)c3ccc(-n4cnnn4)c(C)c3)CC2)cc1
36) Cc1cccc(CS(=O)(=O)Cc2ccc(C(=O)NCc3ccco3)o2)c1
37) COc1ccc(-c2sc(Nc3ccccc3)n[n+]2-c2ccc(F)cc2)cc1Br
38) COc1ccccc1CCC(=O)N1CCN(C(=O)c2ccccc2)CC1
39) CCCCn1c(SCC(=O)NCc2ccco2)nnc1-c1ccoc1C
40) CC(C)OC(=O)/C(C#N)=C/c1cn(Cc2ccccc2)c2ccccc12

entry no.	33	34	35	36	37	38	39	40
MEKK3 PB1 HTS	x	96	88	x	103	103	67	100
p-CIP stab down	x	1	1	-38	-6	-1	2	-1
IDE act	0	0	3	1	7	2	-6	4
GalR3 antag	-4	-5	-5	-2	-8	-6	-2	-1
PHOSPHO1 block	x	13	6	9	-13	15	-3	-9
CRFBP-R2 agonist	-1.5	-2.6	-2.7	-4.6	-0.9	-0.6	1.3	-0.3
IDE cell inh	8	2	-5	-5	-4	6	5	-3
CHRM4 PAM	0	0	7	15	14	4	1	6
CRFBP-R2 block	3	0	40	7	-2	-8	-24	2

Some of these compounds in order of formula weight, lowest first.
38) COc1ccccc1CCC(=O)N1CCN(C(=O)c2ccccc2)CC1
32) Fc1ccc(NC(=S)N/N=C/c2cccc(Br)c2)c(F)c1
36) Cc1cccc(CS(=O)(=O)Cc2ccc(C(=O)NCc3ccco3)o2)c1
31) CCCN1CCN(c2ncnc3scc(C4COc5ccccc5O4)c23)CC1 (stereo unspecified)
34) CCN(CC)C(=O)Cn1c(=O)n(-c2ccccc2)c(=O)c2c3c(sc21)CCC3
35) COc1ccc(N2CCN(S(=O)(=O)c3ccc(-n4cnnn4)c(C)c3)CC2)cc1
33) O=C(Cc1ccccc1)NCCS(=O)(=O)N1CCN(c2cccc(Cl)c2)CC1

entry no.	38	32	36	31	34	35	33
MEKK3 PB1 HTS	103	87	x	102	96	88	x
p-CIP stab down	-1	-6	-38	-21	1	1	x
IDE act	2	5	1	7	0	3	0
GalR3 antag	-6	-5	-2	-3	-5	-5	-4
PHOSPHO1 block	15	14	9	38	13	6	x
CRFBP-R2 agonist	-0.6	-0.1	-4.6	-3.7	-2.6	-2.7	-1.5
IDE cell inh	6	0	-5	-2	2	-5	8
CHRM4 PAM	4	3	15	-17	0	7	0
CRFBP-R2 block	-8	-12	7	-43	0	40	3
